High-throughput results as filed in PubChem.
DT40 TDP1 no CPT – qHTS for Inhibitors of human tyrosyl-DNA phosphodiesterase 1 (TDP1): qHTS in cells in absence of CPT; AID 686978, 2013; DT40 Tdp1-/- hTDP1 cells, no CPT, ATP luminescence, 48 h; 15% of 420,000 active; Potency, µM (series often up to 46.2 µM), for inactives: at the highest dose activity change, negative = growth inhibition, usual class: inhibitors; also: nearly all actives have a fitted effect of over 55% in size
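Growth kinetics read by CellTiter-Glo luminescence after ≥48 hr at 37 °C. Cells: DT40 Tdp1-/- stably carrying human TDP1, 400 per well, compound exposure in the absence of CPT (DMSO vehicle).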
DT40 TDP1 CPT – qHTS for Inhibitors of human tyrosyl-DNA phosphodiesterase 1 (TDP1): qHTS in cells in presence of CPT; chicken DT40 Tdp1-/-;hTDP1 cells + 20 nM CPT, ATP luminescence, 48 h; Potency, µM (titrated, usually from 46.2 µM), for the others: at the top dose activity change, negative = growth inhibition, usual class: inhibitors; 12% of 420,000 active; also: nearly all actives have a fitted effect of over 55% in size
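Chicken DT40 Tdp1-/- cells complemented with human TDP1, 400 cells/well, exposed to compounds plus 20 nM camptothecin for at least 48 h at 37 C; viability read as ATP content by CellTiter-Glo luminescence.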
KAT2A inh – qHTS Assay for Inhibitors of GCN5L2; 0.21% of 390,000 active; Histone acetyltransferase KAT2A (Homo sapiens), Q92830; AID 504327, 2011; GCN5L2 HAT assay, ThioGlo1 CoA-SH fluorescence; Potency, µM (top dose mostly 58.9 µM), for inactives: top-dose activity change, negative = inhibition, hits mostly inhibitors
Target sequence (Q92830 whole entry, looked up): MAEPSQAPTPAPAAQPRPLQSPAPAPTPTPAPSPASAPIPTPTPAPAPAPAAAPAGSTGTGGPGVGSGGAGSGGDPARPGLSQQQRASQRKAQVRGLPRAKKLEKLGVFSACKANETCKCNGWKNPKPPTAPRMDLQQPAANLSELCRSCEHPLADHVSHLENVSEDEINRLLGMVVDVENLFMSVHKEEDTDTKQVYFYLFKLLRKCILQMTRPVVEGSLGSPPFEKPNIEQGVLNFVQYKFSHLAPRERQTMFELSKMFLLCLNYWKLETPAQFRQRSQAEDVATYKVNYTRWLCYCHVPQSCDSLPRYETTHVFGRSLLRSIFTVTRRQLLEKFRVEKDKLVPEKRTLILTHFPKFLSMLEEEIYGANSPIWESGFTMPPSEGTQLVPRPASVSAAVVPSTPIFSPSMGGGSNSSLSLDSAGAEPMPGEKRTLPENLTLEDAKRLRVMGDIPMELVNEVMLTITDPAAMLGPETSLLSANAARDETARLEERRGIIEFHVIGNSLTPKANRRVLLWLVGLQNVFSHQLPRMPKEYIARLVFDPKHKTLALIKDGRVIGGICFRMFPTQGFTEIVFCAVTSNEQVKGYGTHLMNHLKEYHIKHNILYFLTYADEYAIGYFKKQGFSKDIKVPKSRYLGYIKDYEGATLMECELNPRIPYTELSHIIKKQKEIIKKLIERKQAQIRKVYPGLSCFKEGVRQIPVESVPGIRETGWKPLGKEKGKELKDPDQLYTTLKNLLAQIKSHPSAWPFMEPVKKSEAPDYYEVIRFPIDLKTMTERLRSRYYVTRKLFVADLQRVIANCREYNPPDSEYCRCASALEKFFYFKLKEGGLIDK
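Compounds, pin-transferred from DMSO stocks, meet 20nM GCN5L2 for 15 min before the reaction begins with H3(1-25) peptide (75uM) and acetyl-CoA (70uM). Thiol-reactive ThioGlo1 reports CoA release over 20 min at room temperature.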
Starred values were filed as active, the others as inactive; u = inconclusive; x = not tested or not shown; & = joins results of further samples. Calls follow the shape of the dose curve; as a rule, active = well fitted curve in the direction sought with a large enough effect; inconclusive = small, poorly fitted or top-dose-only effect, or another doubt; inactive = no such curve, though single readings can be large; an effect the other way counts as inactive or inconclusive. % is scaled to controls: 0 for no effect and ±100 for the full control effect; potency is read from the fitted curve at half-maximal effect. These rows are one share of the data; rates above refer to the full screens.

SMILES	DT40 TDP1 no CPT	DT40 TDP1 CPT	KAT2A inh
CCOC(=O)c1ccc(NC(=O)CCC(=O)N2CCSc3ccccc32)cc1	13µM*	23µM*	-4%
Cc1c(Cl)cccc1-n1c(SCC(=O)N2CCC(C(=O)O)CC2)nc2ccccc2c1=O	3%	-2%	-4%
CC1CCCCN1C(=O)COc1ccccc1F (centres undefined)	u	-30%	-9%
CCOC(=O)N1CCC(NC(=O)c2ccc3c(c2)N=C(C)c2ccccc2S3)CC1	u	u	-7%
C=CCSc1nc2c(c(=O)[nH]1)C(c1ccccc1)C(C#N)=C(N)O2 (centres undefined)	-9%	7%	-2%
COc1ccc(OC(C)c2nc3ccccc3[nH]2)cc1 (centres undefined)	u	-28%	-2%
CCOC(=O)CC1C(=O)NCCN1C(=O)COc1ccc(C(C)(C)C)cc1 (centres undefined)	-20%	-4%	-5%
CC1=NN(c2ccccc2)C(=O)/C1=C\C=C1\N(C)c2ccccc2C1(C)C	23µM*	u	-2%
COc1ccc(NC(=O)CSc2nc(N)c(-c3ccccc3)c(=O)[nH]2)cc1	4%	-2%	1%
CC(N)C12CC3CC(C1)CC(C(C)N)(C3)C2 (centres undefined)	4%	-6%	-3%
COc1cccc(CNC(=O)C2CCN(S(=O)(=O)c3cccc4cccnc34)CC2)c1	-14%	8%	-16%
Cc1cc2oc(=O)cc(CN3CCN(S(=O)(=O)/C=C/c4ccccc4)CC3)c2cc1C	u	u	-3%
CS(=O)(=O)c1ccc2nc(NC(=O)c3cc4ccccc4o3)sc2c1	u	u	-6%
CC1=C(C(N)=O)C(c2cccc(C)c2)n2nc(-c3ccc(Cl)cc3)nc2N1 (centres undefined)	u	21µM*	1%
C[C@H]1CN([C@@H](C)CO)C(=O)c2cc(-c3ccccc3F)cnc2O[C@@H]1CN(C)C(=O)NC1CCCCC1	u	u	x
COc1ccc(CC(=O)Nc2c(C(=O)Nc3ccccc3F)oc3ccccc23)cc1	-24%	0%	-2%
CCc1ccccc1NC(=S)NC1CC2CCC(C1)N2Cc1ccc(F)cc1 (centres undefined)	-20%	u	-3%
O=C(C1CCC(=O)N(C2CC2)C1)N1CCN(c2ccccc2Cl)CC1 (centres undefined)	6%	6%	0%
O=C(Cn1c(=O)nc(-c2ccccc2)c2ccccc21)NCCc1ccccc1	-2%	5%	-5%
COC(=O)c1ccc(CN2C(=O)C(Cc3ccccc3)ON=C2c2ncccc2C)o1 (centres undefined)	u	-17%	x
CC1CCN(Cc2nc(-c3ccccc3)no2)CC1	u	-13%	-3%
CSc1ccc(S(=O)(=O)NCc2ccccc2C)cc1	-2%	15%	-3%
CC(=NNC(=S)N1CC2CCC(CC2)C1)c1cnccn1	-116%	-113%	x
COc1cc(/C=C/c2cc(C(=O)O)c3ccccc3n2)cc(OC)c1O	u	-7%	-17%
O=C(Nc1cccc(C(F)(F)F)c1)OCc1ccncc1	u	-20%	x
CCOC(=O)c1ccccc1NC(=O)Cn1cnc2c(cnn2C(C)(C)C)c1=O	26µM*	u	-1%
CC(Oc1ccccc1)C(=O)Nc1cccc(NC(=O)c2ccco2)c1 (centres undefined)	u	u	-7%
O=S(=O)(NCC1CC1)c1cccc(S(=O)(=O)N2CCCC2)c1	-21%	8%	1%
COc1ccc(NC2CCCN(C(=O)C3=NN(C)C(=O)CC3)C2)cc1OC (centres undefined)	24%	-1%	-2%
CCc1nc2nc(C)c(NS(=O)(=O)c3ccc(F)cc3)c(=O)n2[nH]1	-6%	9%	2%
COc1cccc(NC(=O)c2ccc3c(c2)C(=O)N(CC2CCCO2)C3=O)c1 (centres undefined)	18%	-7%	0%
CCN(CC)S(=O)(=O)c1cccc(N=Nc2sc(N)nc2C)c1	-29%	u	-9%
CC(NC(=O)Nc1cccc([N+](=O)[O-])c1)c1ccc2c(c1)OCO2 (centres undefined)	-19%	u	-28%
CC1(C)Cc2c(cnn2-c2ccc(F)cc2)C(NC(=O)CCN2CCCCO2)C1 (centres undefined)	-5%	1%	2%
Cc1ccc(CNC(=O)CCC(=O)N2CC(C)Sc3ccccc32)cc1 (centres undefined)	u	u	-2%&1%
CCC(=O)N1CCc2cc(Br)cc(S(=O)(=O)NCCc3ccc(OC)c(OC)c3)c21	-21%	10%	-4%
Cc1ccccc1N(C)C(=O)C1CCCN(c2ncnc3c2nc2n3CCCCC2)C1 (centres undefined)	23µM*	u	-10%
CC(C)Oc1ccc(C(=O)Nc2nnc(SCC(=O)N3CCOCC3)s2)cc1	-23%	-18%	0%
COCCCNC(=O)Cn1cnc2sc(C)c(S(=O)(=O)N3CCC(C)CC3)c2c1=O	-16%	-15%	2%
C/C(CC(=O)Nc1ccc(N(C)C)cc1)=N\NC(=O)c1ccc(F)cc1	16%	-22%	-2%
COc1ccc(CNC(=O)[C@@H]2CCCN2C(=O)[C@@H]2Cc3ccccc3CN2C(=O)OC(C)(C)C)cc1	u	-29%	-2%
C=CCn1c(COc2ccccc2)nnc1SCc1ccc(C#N)cc1	u	u	-12%
Cc1ccc(C)c(CN2CCNC2=O)c1	-18%	-5%	3%
Cc1ccc(CNc2nccn(-c3cc(C)cc(C)c3)c2=O)cc1	u	u	-1%
C1=Nc2ccccc2CN1c1ccccc1	u	-4%	-11%
O=C(c1csnn1)N1CCC2(CCCN(c3ccc(-c4ccccc4)cc3)C2)CC1	u	u	-19%
CCOCCCn1c(SCc2ccccc2)nnc1-c1ccncc1	-15%	7%	-2%
Cc1nc2scc(-c3ccccc3)c2c(=O)n1N	-17%	15%	4%
Cc1nn(-c2ccc(F)cc2)c(Cl)c1/C=N/NC(=O)c1cccs1	u	u	-3%
O=C(c1ccc2c(c1)N(Cc1ccccc1)C(=O)c1ccccc1S2(=O)=O)N1CCN(c2ccccn2)CC1	21µM*	u	-10%
Continued:
SMILES	DT40 TDP1 no CPT	DT40 TDP1 CPT	KAT2A inh
Cc1ccc(OCCC(=O)OCC(=O)c2ccc3c(c2)NC(=O)CO3)cc1	4%	2%	0%
COc1ccc(CCN2C(=O)CC(NNC(=O)c3ccccc3Br)C2=O)cc1OC (centres undefined)	1%	-15%	3%
O=C1C(Cc2ccc(O)cc2)NC(=S)N1C1CCCCC1 (centres undefined)	-24%	-20%	-3%
CN(C)S(=O)(=O)N1CCN(S(=O)(=O)c2ccc3ccccc3c2)CC1	-16%	-14%	0%
Cn1ccnc1SCC(=O)Nc1ccc(Oc2ccccc2)cc1	u	u	-4%
COc1ccc(CCN2CC(C(=O)NCCCc3ccncc3)CCC2=O)cc1 (centres undefined)	-10%	-10%	x
COc1ccccc1C(=O)NCC(=O)OCC(=O)Nc1nnc(-c2ccccc2)o1	0%	-2%	-10%
O=C(COC(=O)c1ccc(O)cc1)Nc1ccc(S(=O)(=O)N2CCOCC2)cc1	-11%	-7%	-5%
Fc1ccc(OCCCCCN2CCCC2)cc1	-5%	-20%	-1%
O=C(NNc1nc(N2CCCC2)nc(N2CCCC2)n1)c1ccccc1	3%	1%	x
C=C1c2cc(OC)ccc2NC(=O)N1CC	-1%	-4%	-2%
Cc1ccc(NC(=O)C2CCCN(S(=O)(=O)c3c(C)n[nH]c3C)C2)cc1Cl (centres undefined)	u	u	-2%
O=C(NCc1ccco1)c1cccc(-c2ccc3nccn3c2)c1	u	u	x
Cc1ccc(N(CN2C(=O)C3CC=CCC3C2=O)C(=O)c2ccco2)cc1Cl (centres undefined)	-12%	-11%	-4%
Nc1nc2c([nH]c(=O)n2C2OC(CO)C(O)C2O)c(=O)[nH]1 (centres undefined)	-1%	8%	-4%
COc1cc(OC)c2c(-c3ccccc3)cc(=O)oc2c1C(CCN1CCN(c2ccccc2)CC1)c1ccc(N(C)C)cc1 (centres undefined)	23µM*	15µM*	1%
CCn1c(SCCC(=O)Nc2ccccc2)nnc1-c1ccc(OC)cc1	-117%	-125%	-2%
CCOc1ccc2[nH]c(C)c(CN(C)C)c(=O)c2c1	-17%	2%	-3%
COc1ccccc1NS(=O)(=O)c1cc(C(=O)NC2CC(C)(C)NC(C)(C)C2)ccc1Cl	3%	-15%	x
Cc1cccc(N(CC(=O)NCc2ccccc2)C(=O)CCC(=O)Nc2nccs2)c1	-20%	-7%	-4%
Cc1cc(NS(=O)(=O)c2c(C)c(C)cc(C)c2C)no1	10%	-10%	2%
CN1C(=O)C2(c3ccccc31)C1CCCC=C1C(C#N)=C(N)C2(C#N)C#N (centres undefined)	u	-29%	u
O=C(NC(O)C(=O)c1ccccc1)c1ccc(F)cc1 (centres undefined)	u	-30%	-4%
CN(C)/C=C(\C(=O)c1ccc(F)cc1F)c1nnnn1-c1ccccc1	-8%	4%	-6%
Cc1cc(C)c(NC(=O)CNC(=O)CN(C)Cc2ccc(Br)s2)c(C)c1	u	u	-5%
NC(=O)C1(N2CCCCC2)CCN(C(=O)CSc2nc3ccccc3[nH]2)CC1	-22%	-24%	-5%
Cc1ccc(N2C(=O)C3ON(c4ccccc4)C(c4ccncc4)C3C2=O)c(C)c1 (centres undefined)	-5%	-29%	-4%
O=C(CC1C(=O)NCCN1C(=O)c1ccc([N+](=O)[O-])cc1)Nc1cccc(Cl)c1 (centres undefined)	u	u	-19%
O=C(NCC1CCCO1)c1ccc(CS(=O)(=O)c2ccc(Br)cc2)o1 (centres undefined)	-8%	u	-1%
CCC(=O)NC(=S)Nc1cccc(NC(=O)CC)c1	-17%	-19%	13%
Cn1c(SCC(=O)c2ccc(F)cc2)ncc(C(=O)Nc2ccccc2)c1=O	u	u	1%
COCCC(=O)N1CCOCC1c1cc(C(=O)NCc2ccccc2)no1 (centres undefined)	-2%	-6%	x
CCOC(=O)NC(=O)c1cn(Nc2ncc(C(F)(F)F)cc2Cl)c(=O)[nH]c1=O	0%	u	-5%
CCC(=O)Nc1nnc(S(=O)(=O)N(CC(C)C)c2ccccc2)s1	-4%	1%	-4%
O=C(c1ccco1)N1CCN(C(=O)C23CC4CC(CC(C4)C2)C3)CC1	u	u	-4%
COc1cc(-c2noc(C)c2/C=C/c2ccc(OC(C)=O)cc2)cc(OC)c1OC	0.82µM*	0.73µM*	2%
Cc1cccc(N/C=C/C(=C(C#N)C#N)N(C)C)c1	u	u	0%
C[C@@H]1O[C@@H](OC[C@H]2O[C@@H](Oc3c(-c4ccc(OCCO)c(OCCO)c4)oc4cc(OCCO)cc(O)c4c3=O)[C@H](O)[C@@H](O)[C@@H]2O)[C@H](O)[C@H](O)[C@H]1O	0%	-25%	x
CNC(=O)c1ccc(NC(=O)C2CCN(S(=O)(=O)c3cccc(C(F)(F)F)c3)CC2)cc1	-3%	4%	-4%
CC(=O)Nc1cccc(C(=O)OCC(=O)c2ccc(S(=O)(=O)N3CCCCC3)cc2)c1	-16%	u	-6%
CCOc1cc(S(=O)(=O)N(CC)CC)c(OCC)cc1-n1cnnn1	-27%	-7%	2%
O=C(OCCCCN1C(=O)c2ccccc2C1=O)c1ccc(S(=O)(=O)N2CCCC2)cc1	-4%	-2%	-3%
COC(=O)c1ccc(Sc2ccc(F)cc2)c(N)c1	-25%	-26%	-5%
